GPR35 arrestin U2OS = GPR35 antagonists blocking zaprinast-driven arrestin recruitment, primary screen, imaging, U2OS, beta-arrestin-GFP, zaprinast agonist (AID 2058) | 290,000 compounds, 0.052% hits | inhibition, % at 10 µM; hits with a dose series show IC50 in µM | U2OS GPR35 beta-arrestin-GFP translocation imaging, zaprinast antagonism; higher % means a stronger effect;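 active means inhibition of at least 50% with at least 30 cells and total cytoplasm GFP at most 10,000,000; inconclusive means under 30 cells or total GFP of 10,000,000 plus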
NTR1 agonist = agonists of NTR1, primary screen, imaging, U2OS cells, beta-arrestin-GFP, high content (AID 493036) | 330,000 compounds, 0.17% hits | P30989 | activation, % at 20 µM | NTR1-U2OS beta-arrestin-GFP spot imaging, agonist mode;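 active means activation at or above 40% of the spot to cytoplasm intensity ratio, with at least 20 cells analyzed; inconclusive means wells under 20 cells, flagged as cytotoxic or low count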;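 further: 0% = DMSO without peptide and 100% = 100 nM NTR1 peptide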
Target sequence (P30989 whole entry, looked up): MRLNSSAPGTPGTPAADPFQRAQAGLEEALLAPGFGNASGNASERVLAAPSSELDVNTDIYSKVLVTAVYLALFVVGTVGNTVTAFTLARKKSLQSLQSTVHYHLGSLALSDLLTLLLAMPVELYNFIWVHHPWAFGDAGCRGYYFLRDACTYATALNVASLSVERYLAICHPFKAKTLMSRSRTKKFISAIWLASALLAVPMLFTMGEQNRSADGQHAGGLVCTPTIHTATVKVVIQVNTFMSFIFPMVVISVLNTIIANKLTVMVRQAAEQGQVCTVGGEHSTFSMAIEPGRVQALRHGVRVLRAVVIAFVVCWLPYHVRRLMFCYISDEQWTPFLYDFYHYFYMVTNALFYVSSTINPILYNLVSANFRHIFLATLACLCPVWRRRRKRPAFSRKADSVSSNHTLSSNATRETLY
WT yeast gro inh = growth inhibition of WT yeast, mitochondrial fusion screen; AID 1362; 190,000 compounds, 2.1% hits; mitochondrial fusion phenotypic screen, WT strain; inhibition, % at 10 µM; in the data active means inhibition above about 58%; tested in S. cerevisiae
Dengue-2 NS5 capping = flavivirus cap methylation enzyme inhibition – biochemical, confirmation dose response, primary screen (AID 588689). 340,000 compounds, 0.3% hits. inhibition, % at 25 µM; hits with a dose series show IC50 in µM. Dengue-2 NS5 methyltransferase capping enzyme assay, biochemical; higher % means a stronger effect; in the data active means a potency from the dose series; inconclusive means inhibition above about 29% without an active follow-up result
LYP phosphatase = PTPN22 lymphoid phosphatase activity blockers – biochemical, fluorescence intensity, uHTS (AID 1779); recombinant LYP phosphatase, fluorescence intensity; higher % means a stronger effect; inhibition, % at 11.5 µM, or IC50 in µM where a hit was titrated; 290,000 compounds, 0.054% hits; in the data active means inhibition above about 50%;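 further: plate controls were vehicle with enzyme for no effect and no enzyme for full effect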
Autophagy HCS = autophagy modulation, high-content screen. 190,000 compounds, 0.98% hits. AID 463193. MEF GFP-LC3 puncta imaging; test concentration mostly 10 µM. calls only at 10 µM (by protocol);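 active means percentage of spot-positive cells more than 3 SD above its plate mean, without a fluorescence outlier flag or 80% toxicity; inconclusive means no clear call, values can overlap the other calls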;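 further: spot-positive cell cutoff set from DMSO-treated cells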
AID2073 = disruptors of CaV2.2 binding to Mint1 – biochemical, HTRF (AID 2073) | HTRF protein-protein interaction, Mint1-CaV2.2; higher % means a stronger effect | inhibition, % at 20 µM; hits with a dose series show IC50 in µM | 290,000 compounds, 0.19% hits; in the data active means inhibition mostly above about 51%, no sharp cut-off; inconclusive means no clear call, values can overlap the other calls; inactive means mostly below about 53%; further: some results filed as inactive read as strong as hits
RSV antiviral HEp-2 = inhibition of RSV-induced cytopathic effect – HEp-2 cells, primary 10 µM value included (AID 2391) | HEp-2 cells, RSV-induced CPE inhibition; higher % means a stronger effect | CPE inhibition, % at 10 µM; hits with a dose series show IC50 in µM | 310,000 compounds, 0.13% hits; in the data active means a potency from the dose series; inconclusive means CPE inhibition mostly from about 23% at the one dose, without a potency; inactive means the rest, 99 in 100 with CPE inhibition below about 21%; further: strong numbers were not always called active
UTI89 phage lysis = protection from phage-mediated lysis, alamar blue read-out – E. coli UTI89, K1F phage, bacterial capsule biogenesis inhibitors (AID 488966) | E. coli UTI89 K1F phage lysis, alamar blue, 2 h; higher % means a stronger effect | inhibition, % at 100 µM; hits with a dose series show IC50 in µM | 340,000 compounds, 0.02% hits;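 active means phage lysis inhibition, versus mean bacterial control, above a set limit; inconclusive means no clear call, values can overlap the other calls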;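 further: capsule biogenesis inhibitors block K1F phage lysis so surviving cells raise fluorescence; higher fluorescence means more inhibition of phage lysis; actives were called in the ten point dose series up to 300 µM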
WT yeast gro inh mutant strain = recorded beside WT yeast gro inh, whose call it bears; inhibition, %; mitochondrial fusion phenotypic screen, mutant strain inhibition
Autophagy HCS cell loss 18 h = recorded beside Autophagy HCS, whose call it bears; toxicity, %; measured here: cell loss, nuclei count;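 cell loss after 18 h compound exposure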
NTR1 agonist cell count 20 µM = also measured in NTR1 agonist; calls as there; cell count; measured here: cell count, cytotoxicity flag
Dengue-2 NS5 capping pilot replicate = recorded beside Dengue-2 NS5 capping, whose call it bears; inhibition, %; measured here: pilot screen replicate inhibition
Active calls of the source: *; i = inactive; ? = inconclusive; · = not tested or not shown; [ ] = remark or other dose.

SMILES	GPR35 arrestin U2OS	NTR1 agonist	NTR1 agonist cell count 20 µM	WT yeast gro inh	WT yeast gro inh mutant strain	Dengue-2 NS5 capping	LYP phosphatase	Autophagy HCS	Autophagy HCS cell loss 18 h	AID2073	RSV antiviral HEp-2	UTI89 phage lysis	others
O=C(CCN1C(=O)c2ccccc2S1(=O)=O)Nc1ccccc1O	-5%	-0.2	47	-13	14	-8%	0%	i	-4	0%	1.5%	5.5%
COc1ccc(NC(=O)CSC2=NCCN2)cc1	0%	1.9	59	10	14	2%	-5%	i	11	1%	0.2%	0.1%
CC(=O)N(C1=C(O)c2ccccc2C(=O)C1=O)C1CCCCC1	-5%	3.0	66	4	5	5%	4%	i	24	15%	0.0%	-0.7%
Cc1ccc(N=C2C(=O)Nc3ccccc32)cc1	-3%	-1.3	83	·	·	-5%	-9%	·	·	11%	0.6%	0.6%
COc1ccc(C)cc1NC(=O)COCC(=O)O	-4%	1.0	74	10	13	3%	-5%	i	1	6%	1.2%	7.3%
COc1ccc(F)c(CN2CCCC(CO)(Cc3cccc(Cl)c3)C2)c1 (centres undefined)	-6%	6.0	82	·	·	-9%	-10%	·	·	-7%	16%	-0.1%
COc1ccc(OC)c(CNc2ccc([N+](=O)[O-])cc2C)c1	0%	1.2	54	36	34	4%	4%	i	3	5%	16%	0.5%
CC(C)CN(CC(C)C)CC(O)COc1ccccc1Br (centres undefined)	5%	3.8	67	3	-19	-5%	-7%	i	4	-3%	0.9%	3.1%
Cc1ccc(S(=O)(=O)NC(=O)c2cc(C)n(CCCn3ccnc3)c2C)cc1	19%	-0.6	45	2	-1	7%	-7%	i	13	-7%	0.5%	1.4%
C=C1CCN([C@@H](Cc2ccccc2)C(=O)NCc2ccc(Cl)c(Cl)c2)S(=O)(=O)c2ccccc21	·	-2.1	99	·	·	-10%	·	·	·	·	7.9%	-0.1%
CCN(C(=O)COC(=O)CNS(=O)(=O)c1ccc(SC)c([N+](=O)[O-])c1)C1CCCCC1	·	4.5	60	·	·	-2%	·	·	·	·	-0.5%	-2.1%
NC(=O)COc1ccc(/C=N\NC(=O)CC(=O)NCCc2ccccc2)cc1	11%	-0.9	37	·	·	-5%	-2%	·	·	8%	0.3%	0.3%
Cc1cc(N2C(=O)C(O)=C(C(=O)c3ccco3)C2c2ccc(Cl)cc2)no1 (centres undefined)	10%	0.6	80	·	·	0%	-10%	·	·	24%	3.0%	0.1%
O=C(NC(=S)Nc1ccc(C(F)(F)F)cc1)c1csnn1	9%	2.9	51	3	6	-4%	-3%	i	-1	4%	-0.7%	-0.5%
CNC(=S)N1N=C(c2ccccc2)CC1c1ccccc1Cl (centres undefined)	-2%	5.6	64	10	0	-4%	2%	i	23	-13%	-1.2%	3.1%
Cc1ccnc(NS(=O)(=O)c2ccc(NC(=O)c3ccc(N4C(=O)CCC4=O)cc3)cc2)n1	-2%	-0.2	51	-20	-5	-4%	3%	i	-5	2%	0.7%	0.6%
Cc1ccc(S(=O)(=O)N2CCN(C(=O)c3ccc(Br)o3)CC2)c(C)c1	-3%	-1.0	48	·	·	1%	-2%	·	·	-6%	20%	0.1%
O=C(NC1CCCCCC1)c1c2c(nc3ccccc13)CCN(Cc1ccccc1)C2	-5%	-0.9	43	-15	-12	-5%	0%	i	-5	12%	2.1%	-1.0%[50 µM]
COc1ccc(NC(=O)CN2C(=O)CSc3ccc(S(=O)(=O)N4CCC(C)CC4)cc32)cc1	12%	0.0	68	·	·	-12%	-7%	·	·	1%	1.7%	0.1%
CC(C)Oc1nc(-c2ccccc2O)nc2ccccc12	-12%	11	46	-14	-2	-2%	-8%	i	-4	2%	3.2%	3.6%

Pulled by structure from the entries so far:
SMILES	GPR35 arrestin U2OS	NTR1 agonist	NTR1 agonist cell count 20 µM	WT yeast gro inh	WT yeast gro inh mutant strain	Dengue-2 NS5 capping	LYP phosphatase	Autophagy HCS	Autophagy HCS cell loss 18 h	AID2073	RSV antiviral HEp-2	UTI89 phage lysis	others
O=C(NC(=S)Nc1ccc(C(F)(F)F)cc1)c1csnn1	9%	2.9	51	3	6	-4%	-3%	i	-1	4%	-0.7%	-0.5%
Cc1cc(N2C(=O)C(O)=C(C(=O)c3ccco3)C2c2ccc(Cl)cc2)no1 (centres undefined)	10%	0.6	80	·	·	0%	-10%	·	·	24%	3.0%	0.1%

Later entries:
SMILES	GPR35 arrestin U2OS	NTR1 agonist	NTR1 agonist cell count 20 µM	WT yeast gro inh	WT yeast gro inh mutant strain	Dengue-2 NS5 capping	LYP phosphatase	Autophagy HCS	Autophagy HCS cell loss 18 h	AID2073	RSV antiviral HEp-2	UTI89 phage lysis	others
CCOC(=O)c1sc2nc(C)nc(Nc3ccc(OC)c(OC)c3)c2c1C	-6%	-0.3	37	-16	-2	·	-1%	i	0	28%	1.5%	·
CCCn1c(=N)n(CC(=O)c2ccc(Cl)cc2)c2ccccc21	17%	2.6	57	·	·	-12%	-8%	·	·	-1%	?	-0.1%
C/C(=C\c1ccccc1)C(=O)Nc1nc2ccc([N+](=O)[O-])cc2s1	0%	0.3	37	-11	4	-2%	-4%	i	-8	-1%	21%	2.8%
COc1ccc(CNC(=O)C2CCN(S(=O)(=O)c3ccc4c(c3)CC(C)N4C(C)=O)CC2)cc1 (centres undefined)	-4%	1.2	77	·	·	-9%	-9%	·	·	12%	1.0%	0.1%
CCc1ccc(NC(=O)CSc2nnc(CNC(=O)c3ccco3)o2)cc1	-7%	-0.3	43	·	·	1%	-10%	·	·	12%	-0.4%	2.2%
CCOC(=O)c1nn(C23CC4CC(CC(C4)C2)C3)c2c1C(=O)N(c1ccc(C)cc1)C2=O	-8%	5.2	31	7	9	4%	-8%	i	-32	14%	11%	0.8%
COC(=O)C1(c2ccccc2)NC(c2ccc(O)cc2)C2C(=O)N(c3ccc4c(c3)OCO4)C(=O)C21 (centres undefined)	0%	4.4	57	·	·	-2%	1%	·	·	35%	-0.6%	-0.2%
Cc1ccc(CNC(=O)c2cccc3c2C(=O)c2ccc(N4CCOCC4)cc2S3(=O)=O)cc1	·	2.8	61	·	·	-4%	·	·	·	·	2.8%	0.0%
CC(C)CCn1c(=O)c2ccccc2n2c(CN(C)Cc3ccccc3)nnc12	0%	5.7	82	8	17	-3%	-2%	i	-3	1%	0.7%	-0.4%
CCOC(=O)C1=NOC(CNC(=O)c2ccccc2Cl)C1 (centres undefined)	-10%	-0.7	33	4	-7	-3%	-4%	i	-2	14%	1.3%	-0.3%
Cc1ccn2cc(CNC(=O)c3cccs3)nc2c1	-6%	0.6	103	-5	10	1%	-2%	i	4	-1%	1.2%	-0.7%
Cc1ccc2c(c1)c1c3n2CCN(CC(N)=O)C3CCC1 (centres undefined)	4%	3.5	47	·	·	-5%	-6%	·	·	5%	1.0%	0.6%	Dengue-2 NS5 capping pilot replicate=-5.8
O=C(C1=C(O)C(=O)N(CCN2CCOCC2)C1c1cccc(Br)c1)c1cccs1 (centres undefined)	0%	-1.6	84	·	·	3%	-11%	·	·	14%	2.0%	0.1%
CCN(CC)CCCNc1oc(/C=C/c2ccccc2)nc1C#N	-8%	0.1	51	·	·	·	-37%	·	·	41%	-1.3%	·
O=C(CSc1nc2ccccc2n1Cc1ccc(Cl)cc1)N/N=C/c1ccc(C(=O)O)cc1	4%	0.3	53	3	-3	-7%	6%	i	1	29%	3.4%	0.4%
O=C(CCc1nc(-c2ccccc2)no1)NC1CCCCC1	3%	1.5	69	1	0	4%	1%	i	4	-6%	0.1%	i
O=C(O)Cc1ccc(NCc2ccccc2Cl)cc1	14%	0.4	50	3	-2	-2%	-9%	i	19	-20%	1.3%	0.3%
COc1ccc(-c2nc(N)sc2C2(O)C(=O)Nc3c(Br)cc(F)cc32)cc1OC (centres undefined)	0%	0.6	46	-4	-7	-13%	-3%	i	-2	7%	1.5%	-0.7%
O=C1NC2=C(C(=O)CCC2)C(c2cccc([N+](=O)[O-])c2)N1 (centres undefined)	2%	0.7	57	·	·	0%	-13%	·	·	5%	·	1.5%
c1ccc(OCCOc2ncnc3sccc23)cc1	-12%	-0.5	56	-4	-11	-9%	-7%	i	-5	-14%	4.0%	1.9%
CC1CN(S(=O)(=O)c2cccc(C(=O)N(CCc3ccccc3)Cc3ccccc3)c2)CC(C)O1 (centres undefined)	·	0.8	60	·	·	-7%	·	·	·	·	9.2%	-0.2%[50 µM]
COc1ccc(-c2nn(-c3ccccc3)cc2/C=N/Nc2ccc(Cl)c(C(=O)O)c2)cc1OC	-3%	-0.2	60	·	·	12%	-1%	·	·	1%	1.8%	-1.7%[50 µM]
C=CCNC(=O)c1ccccc1NC(=O)COc1ccc(OC)cc1	-6%	0.3	59	6	8	-13%	2%	i	14	-9%	3.5%	0.2%
CCOc1ccc(NC(=O)CN(C)C(=O)c2ccc(COc3ccccc3)cc2)cc1OCC	·	1.0	79	·	·	-6%	·	·	·	·	1.3%	1.8%[50 µM]
Cc1ccc(Cl)cc1N1CCN(CC(O)COC(C)C)CC1 (centres undefined)	29%	-0.7	54	·	·	2%	-4%	·	·	-5%	0.5%	0.4%
CCOC(=O)c1cn(CC(=O)Nc2ccc(C(C)C)cc2)nn1	22%	5.2	43	16	1	-1%	-6%	i	3	-2%	4.5%	0.6%
O=C(/C=C/c1ccc(S(=O)(=O)N2CCOCC2)cc1)NC(=S)NCCCn1ccnc1	-16%	-0.6	21	-1	-7	-3%	-2%	i	-2	-6%	5.0%	-0.8%
CC(=O)Oc1ccc(/C=C(\NC(=O)c2ccco2)C(=O)Nc2ccc(C(C)=O)cc2)cc1	-16%	-1.2	45	·	·	-13%	-4%	·	·	14%	0.7%	-0.2%
Cc1ccc(/C=C/C(=O)Nc2ccc(Oc3ccccc3)cc2)o1	18%	·	·	47	22	-14%	5%	i	12	29%	2.3%	2.7%
Cc1cccc(NC2=C(Cl)C(=O)OC2OC(C)C)c1 (centres undefined)	0%	1.2	41	12	3	-4%	-7%	i	-3	-4%	-1.7%	0.7%
COc1ccc(NS(=O)(=O)c2ccc(N3CCOCC3)c(NC(=O)c3ccc(F)cc3)c2)cc1	-7%	3.3	71	-18	-6	-9%	-1%	i	8	19%	0.6%	0.9%[50 µM]
O=C(CCc1ccc(O)cc1)NNC(=S)NCCc1ccccc1	14%	0.3	54	·	·	-5%	-6%	·	·	-5%	2.8%	0.6%
CCOC(=O)c1ccc(NC(=O)C2C3CCC(C3)C2C(=O)O)cc1 (centres undefined)	0%	-2.9	53	1	-1	0%	5%	i	-4	-3%	-0.3%	0.9%
Cc1ccc2cc(CN(CCCN(C)C)C(=O)NCc3ccccc3)c(=O)[nH]c2c1C	-11%	-2.0	25	13	-4	3%	0%	i	14	-8%	-2.4%	1.1%
O=C(CN(Cc1ccccc1)C(=O)CCC(=O)Nc1nccs1)NCc1ccc(F)cc1	4%	2.6	42	·	·	-5%	-8%	·	·	-10%	0.7%	0.1%
